# HIF-2a block: inhibitors of HIF-2a; 786-0 RCC cells HIF-2a reporter, luciferase luminescence, overnight; inhibition, % at 18.8 µM; hit rate 0.72% among 360,000; AID 624352;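 active means inhibition of the luminescence signal of 40% or more relative to plate controls, in a single-dose primary screen at 18.75 µM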
# Peg3 promoter: Peg3 promoter activity inhibition | HeLa PEG-Prom luciferase reporter, luminescence, overnight | hit rate 1.7% among 360,000 | inhibition, % at 20 µM;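 active means inhibition of at least 50% at 20 µM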
# MITF TRPM1 inh: reduces MITF-dependent TRPM1 promoter luciferase signal; SK-MEL-5 TRPM1 promoter luciferase, 24 h; inhibition, % at 12.5 µM; hit rate 0.83% among 330,000; AID 488899;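 active means mean inhibition across replicates of 60% or more, whatever share of single replicates reaches that level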; further: values of inactives mirror those of a sister screen read the other way
# NR2E3 ag-1: activates human photoreceptor nuclear receptor NR2E3. Q9Y5X4. GST-NR2E3/biotin-RetCOR TR-FRET, 1536-well. inhibition of corepressor binding, % at 4.78 µM. hit rate 0.12% among 320,000. AID 2300;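 active means percent inhibition above the cutoff of mean plus 3 SD of all tested compounds, set per screening campaign, cut at about 20% in these data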;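 further: 0% = DMSO wells and 100% = biotin wells as full block of FRET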
# Target sequence (Q9Y5X4 whole entry, looked up): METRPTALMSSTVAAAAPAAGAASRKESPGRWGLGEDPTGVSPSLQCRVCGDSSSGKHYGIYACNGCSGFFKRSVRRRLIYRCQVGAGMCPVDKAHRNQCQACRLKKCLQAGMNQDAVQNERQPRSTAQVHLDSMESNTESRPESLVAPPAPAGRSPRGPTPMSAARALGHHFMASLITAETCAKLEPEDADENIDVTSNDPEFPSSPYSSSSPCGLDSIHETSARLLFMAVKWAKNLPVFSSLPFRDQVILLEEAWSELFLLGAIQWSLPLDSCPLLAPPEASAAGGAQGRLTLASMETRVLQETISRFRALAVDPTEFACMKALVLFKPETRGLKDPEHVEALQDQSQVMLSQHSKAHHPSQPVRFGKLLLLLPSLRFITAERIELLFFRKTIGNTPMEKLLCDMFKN
#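 Material: NR2E3–RetCOR corepressor complex | Quantity: 1.35 nM GST-tagged NR2E3 final | Schedule: 5 h at 4 °C | Replication: Singlicate compound wells | Reagent: RetCOR corepressor, biotinylated, 7 nM | Controls: Biotin wells as high control, 0.6% DMSO wells as low control | Signal: TR-FRET, Eu(K)-anti-GST donor, streptavidin-D2 acceptor, ex 340, em 617/671 nm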
# Shn3 inh set2: Schnurri-3 reporter inhibition in Clone20 osteoblasts | Clone20 osteoblast Shn3 3'UTR firefly luciferase, 24 h | inhibition, % at 12.5 µM | hit rate 0.52% among 360,000;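 active means mean inhibition of at least 75% with every replicate also reaching 75%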;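 further: 0% = median of neutral control wells and 100% = pilot-screen positive control compound; some compounds past the cut are filed as inactive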
# KKLEB cytotox: counter-screen for CF NF-kB inhibitors: cytotoxicity. KKLEB CF airway cells viability, ATPlite luminescence, overnight; hits give low values; cells stimulated with P. aeruginosa culture filtrate. activity change (cytotoxicity), % at 5 µM. hit rate 0.36% among 360,000. AID 602141;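 active means corrected activity change at or below -50% at 5 µM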
# TWEAK-Fn14 inh: TWEAK-Fn14 signaling inhibition; hit rate 2% among 360,000; TWEAK-stimulated Fn14 reporter cells, luciferase luminescence, 8 h; inhibition, % at 10 µM; AID 1159606; in the data active means inhibition above about 50%
# CF NFkB inh: cystic fibrosis NF-kB activation inhibition; KKLEB NF-kB-GFP reporter, PAF-induced, GFP fluorescence overnight; inhibition, % at 5 µM; hit rate 0.86% among 360,000;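 active means at least 50% inhibition at 5 µM, scaled per plate between neutral and stimulator controls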;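 further: PAF is a Pseudomonas aeruginosa culture filtrate used as stimulus; plate controls were PAF-stimulated DMSO wells for no effect and unstimulated DMSO wells for full effect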
# iPSC survival up: increases survival of single human iPS cells | AID 602274 | hiPSC single-cell survival, ATPlite luminescence; 100% = ROCK inhibitor wells, 0% = DMSO | hit rate 0.044% among 360,000 | survival enhancement, % at 20 µM; in the data active means survival enhancement above about 18%;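 further: cells exposed to compounds for 16 hours before the ATP read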
# NR2E3 ag-2: human photoreceptor-specific nuclear receptor agonism; inhibition of corepressor binding, % at 3.98 µM; Q9Y5X4; hit rate 0.35% among 360,000; CHO-S Gal4-NCOR/VP16-NR2E3 two-hybrid, luciferase; AID 602229;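 active means inhibition above the mean of all tested compounds plus 3 SD, cut at about 70% in these data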;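 further: 0% = DMSO with NR2E3 transfected cells and 100% = cells lacking NR2E3 construct; higher means lower luciferase signal from less NR2E3 corepressor binding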
# aDG glyco act: increases alpha dystroglycan glycosylation; Pro5-aDG cells, alpha-DG glycosylation AlphaScreen (IIH6); 0% Pro5, 100% B10-LARGE cell signal; activation, % at 10 µM; hit rate 0.22% among 360,000;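 active means activation of at least 8% versus controls, or a plate z-score of at least 8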;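 further: Pro5 are CHO cells carrying HIG-tagged alpha-DG that lacks glycosylation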
# The depositor's hits bear a star; nt = not tested or not shown.
SMILES,HIF-2a block,Peg3 promoter,MITF TRPM1 inh,NR2E3 ag-1,Shn3 inh set2,KKLEB cytotox,TWEAK-Fn14 inh,CF NFkB inh,iPSC survival up,NR2E3 ag-2,aDG glyco act
CN(C)c1ccc(-c2ccnc3c2CC(C)(C(=O)Nc2cccc(OC(F)(F)F)c2)O3)cc1 (stereo not drawn),1,-5,nt,nt,6,0,2,23,4.4,-30,-0.4
COC(=O)[C@]1(C)N[C@H](CN(C)C(=O)Nc2ccc(F)cc2)[C@@H]2C(=O)N(C)C(=O)[C@@H]21,11,9,-6,nt,-1,2,-4,-6,-1.9,-16,0.0
CC(C)Oc1ccc(CCNC(=O)C2CCC(=O)N(C3CCCCCC3)C2)cc1 (stereo not drawn),-1,4,20,-3,10,-11,-2,13,-0.8,-4,-0.1
COCCCNC(=O)COc1ccc2oc3c(c2c1)CCCC3,-15,-2,8,2,7,0,0,10,-0.5,-33,0.0
O=C(CN1C(=O)c2ccccc2S1(=O)=O)Nc1ncccn1,3,-3,2,0,-5,10,-6,1,0.3,-46,-0.2
COc1ccc(N/N=C(\C#N)C(=N)SCc2ccccc2)cc1,10,42,26,nt,-37,-14,77*,78*,-0.8,-31,-0.1
CC(C)C[C@@H](CN)NC(=O)c1nc[nH]c1C(=O)N[C@@H](CC(C)C)C(=O)CNC[C@H](C)NC(=O)c1nc[nH]c1C(=O)N[C@@H](CC(=O)O)C(=O)O,9,-12,3,nt,-3,11,-2,-15,1.8,-28,-0.2
CN(C)CCCNc1nc2cc(-c3ccn[nH]3)sc2c(=O)n1C,5,6,nt,nt,-23,-8,6,6,-1.6,6,-0.2
CN(NC1OC(=O)c2ccccc21)c1c([N+](=O)[O-])cc(C(F)(F)F)cc1[N+](=O)[O-] (stereo not drawn),11,5,3,-1,5,-2,-2,-5,0.7,6,-0.1
Cn1c(C=O)c(-c2ccc3cc[nH]c3c2)c2ccccc21,-26,-25,12,3,-9,-17,66*,44,2.2,-18,0.3
O=C(NCCc1ccccc1)C(=O)NCC1OCCCN1S(=O)(=O)c1ccc(F)cc1 (stereo not drawn),13,15,10,1,-3,13,-6,-3,-0.1,-31,0.0
CCCC[C@@H]1CNC(=S)N1CCCc1cc(OC)c(OC)c(OC)c1,8,-5,6,2,-12,2,-13,10,1.4,6,0.1
O=C1c2cnc3ncnn3c2CC2c3ccccc3CCN12 (stereo not drawn),6,-3,6,4,-2,-7,-6,-6,1.2,-8,-0.5
CCOC(=O)C1=C(Cn2cnc3ccccc32)NC(=O)NC1c1ccc(OC)cc1 (stereo not drawn),18,25,5,-4,8,10,-8,-13,1.8,15,-0.2
CCN(CC)c1ccc(-n2c(C)c(C(C)=O)c(C(C)=O)c2C)cc1,15,14,18,2,42,2,18,21,-2.3,-2,0.9
COc1cc(NC(=O)[C@@H](NC(=O)c2ccco2)C(C)C)c(OC)cc1NC(=O)c1ccccc1,4,-8,6,1,13,14,18,-8,0.1,9,0.2
Nc1ccn(Cc2ccc(F)cc2)n1,9,-14,14,-3,13,-14,20,7,4.3,-23,0.8
COc1ccc(CCNC(=O)COC(=O)C23CC4CC(CC(C4)C2)C3)cc1,15,8,0,-1,1,-7,14,-3,-1.0,17,-0.2
O=C(C1=C(O)C(=O)N(c2ncccn2)C1c1cccc(Cl)c1)c1ccco1 (stereo not drawn),-2,-9,8,-2,-1,3,14,-2,3.8,2,0.3
CC1CCN(Cc2cc(=O)oc3cc(O)c(Cl)cc23)CC1,6,-9,2,-1,7,-2,13,16,-0.2,-23,-0.1

# Structures listed so far that have a furan ring, fused or not:
SMILES,HIF-2a block,Peg3 promoter,MITF TRPM1 inh,NR2E3 ag-1,Shn3 inh set2,KKLEB cytotox,TWEAK-Fn14 inh,CF NFkB inh,iPSC survival up,NR2E3 ag-2,aDG glyco act
COCCCNC(=O)COc1ccc2oc3c(c2c1)CCCC3,-15,-2,8,2,7,0,0,10,-0.5,-33,0.0
COc1cc(NC(=O)[C@@H](NC(=O)c2ccco2)C(C)C)c(OC)cc1NC(=O)c1ccccc1,4,-8,6,1,13,14,18,-8,0.1,9,0.2
O=C(C1=C(O)C(=O)N(c2ncccn2)C1c1cccc(Cl)c1)c1ccco1 (stereo not drawn),-2,-9,8,-2,-1,3,14,-2,3.8,2,0.3

# (listing goes on)
SMILES,HIF-2a block,Peg3 promoter,MITF TRPM1 inh,NR2E3 ag-1,Shn3 inh set2,KKLEB cytotox,TWEAK-Fn14 inh,CF NFkB inh,iPSC survival up,NR2E3 ag-2,aDG glyco act
CCOC(=O)N=Nc1c(O)n(C)c2ccccc12,-25,-9,22,-2,-9,4,-2,-9,-0.1,-2,-0.3
CNC(=O)c1c(Cl)cnn1-c1ccc(F)cc1,-150,-74,-11,-2,-40,5,-10,-4,-0.6,-29,0.4
CN(C)C1CN(Cc2cn(Cc3ccc(F)cc3)nn2)S(=O)(=O)C1 (stereo not drawn),-3,nt,nt,nt,nt,nt,9,nt,2.8,-3,-0.1
CCCCC[n+]1ccn(C2=C([O-])c3ccccc3C(=O)/C2=N\S(=O)(=O)c2ccc(Cl)cc2)c1,1,10,78*,4,-9,3,16,30,-0.6,10,4.9*
Cn1nccc1-c1coc2c(C(=O)NCC3CCOCC3)cccc12,1,2,nt,nt,-8,-16,9,-1,-0.2,-15,0.3
COc1cc(/C=C2/C(=O)NN(c3cccc(C)c3)C2=O)ccc1OC(=O)c1ccco1,30,7,-2,1,67,-6,-29,3,-2.3,-9,0.1
CC(C)NC(=O)N(C)C[C@H]1Oc2ccc(NC(=O)Cc3ccccc3)cc2C(=O)N([C@H](C)CO)C[C@@H]1C,5,-6,0,nt,-6,12,4,-4,1.4,16,9.5*
CCCNC(=O)CN(c1ccc(F)c(Cl)c1)S(C)(=O)=O,2,2,-7,0,7,14,-2,-14,1.2,-11,0.0
COCCNC(=O)Cn1ccc2cc(S(=O)(=O)N3CCCCC3)ccc21,12,-5,0,-2,-25,17,-10,-26,-0.3,-25,-0.2
O=C(COC(=O)/C=C/c1ccc([N+](=O)[O-])cc1)NCC1CCCCC1,7,16,-9,nt,-19,-1,8,-18,0.1,-2,-0.2
C=CCn1c(O)c(N=Nc2nc3ccccc3c(=O)n2-c2ccccc2)c2ccccc21,5,30,27,-2,10,13,16,0,-1.0,-9,-0.4
O=C(COC(=O)C1C2CC3OC(=O)C1C3C2)Nc1ccc(F)cc1 (stereo not drawn),2,3,4,2,-16,2,10,1,0.1,-8,-0.2
O=C1CCC(C(=O)N2CCCCO2)CN1CCc1ccccc1 (stereo not drawn),-193,-220,-108,2,-93,-3,-7,-13,-0.2,-73,-0.1
CCCCCCOC(=O)Sc1nc2ccccc2o1,4,0,-14,-4,-37,4,-2,7,-2.2,-74,0.0
N=c1sccn1CC(=O)Nc1ccc(S(=O)(=O)N2CCOCC2)cc1,5,17,7,4,8,-8,3,-1,-2.0,-8,0.1
O=[N+]([O-])c1ccc(NC(=S)N2CCCC2)cc1,-19,-6,-4,2,-13,11,-1,-23,-0.1,-24,0.0
Cc1cc(C)c(SCCc2ccncc2)c(C)c1,10,14,23,0,75,4,24,-6,-0.6,32,1.0
COC(=O)/C=C(\C)NC(=O)c1cccs1,-12,-13,-14,0,3,14,-1,3,0.2,11,-0.4
CCOC(=O)C1CCN(S(=O)(=O)c2ccccc2)CC1,16,22,8,0,6,-1,-17,-10,-0.5,0,-0.1
CC(C)c1cc(C(=O)N2CCCC(CCC(=O)N3CCN(c4ccccn4)CC3)C2)no1 (stereo not drawn),2,15,12,3,3,3,6,1,-0.3,9,0.2
O=[N+]([O-])c1c(NCCCO)cc(Sc2nc3ccccc3s2)c2nonc12,35,101*,70*,-2,90*,13,2,-20,-1.4,-22,-0.5
CCOC(=O)c1c(NC(=O)CN2CCN(C(=O)c3ccco3)CC2)sc2c1CCCC2,21,5,5,-2,-20,2,-12,-32,-1.5,-38,0.1
Cc1oc2nc(SCC(=O)NCc3cccnc3)nc(N)c2c1C,17,-7,9,-2,-1,-7,2,-8,-0.4,16,0.1
S=C(Nc1ccccc1)Nc1ccc(Cl)cc1Cl,-195,-212,-48,-1,-8,3,-36,0,4.0,-14,-0.1
O=C(O)CCSc1nnc(-c2ccccc2)n1-c1ccccc1,20,17,3,5,-7,4,-11,14,-1.0,0,-0.2
CCOc1ccc2[nH]c(C(=O)N/N=C/c3ccc(OC)cc3)cc2c1,-16,-17,16,nt,4,3,0,33,-0.5,-1,-0.1
O=C(Nc1nnc(-c2ccccn2)o1)c1cccc(Cl)c1,-2,-12,-5,0,12,0,-8,-7,2.5,-10,-0.2
CC(C)CC1NC(=O)c2cccnc2-n2c1nc1cc(F)c(F)cc1c2=O (stereo not drawn),9,1,nt,nt,14,-8,-28,-1,-2.8,0,0.1
COCCNC(=O)C(c1ccc(F)cc1)N(Cc1ccco1)C(=O)CCC(=O)Nc1ccccn1 (stereo not drawn),17,0,2,1,0,-3,18,-3,2.2,-12,-0.1
Cc1cc(C)n(-c2ccc(C(=O)OCC(=O)Nc3ccccc3[N+](=O)[O-])cc2)n1,12,12,2,-1,9,-10,4,1,-1.1,16,0.0
O=C1/C(=C/c2ccccn2)SC(=S)N1NS(=O)(=O)c1ccccc1,12,19,1,1,-16,0,5,5,0.3,-1,-0.3
Cn1c(=O)n(C)c2cc(S(=O)(=O)NCCOCCO)ccc21,10,10,3,2,1,9,13,-4,2.4,-8,-0.1
O=C(CCn1c(SCC(=O)NCc2ccco2)nc2ccccc2c1=O)NCCc1ccccc1,13,13,2,0,2,4,8,-7,0.9,-23,-0.1
O=C(CCC(=O)N1CCN(S(=O)(=O)c2ccccc2)CC1)NC1CCCc2ccccc21 (stereo not drawn),11,20,3,-1,22,10,10,-6,2.2,-13,0.2
O=C(NCc1nnc2n1CCCCC2)c1ccc(Cl)cc1Cl,9,0,4,-2,10,-2,7,7,-5.2,-1,0.0
Cc1c2cn[nH]c(=O)c2c(C)n1Cc1ccc(F)cc1,1,4,nt,-2,9,-2,-2,-5,-0.4,-25,0.2
CCOc1ccccc1N1CCN(C(=O)c2cc(-c3cccnc3)nc3c(Cl)cccc23)CC1,3,27,32,-1,13,-16,15,32,1.1,-40,-0.2
COc1ccc(S(=O)(=O)Cc2ccc(C(=O)N3CCN(Cc4ccccc4)CC3)o2)cc1,-6,7,10,1,-11,-1,-8,-9,-2.3,-16,-0.5
CCN(CC(=O)NCCCN1CCOCC1)S(=O)(=O)c1ccc(F)cc1,13,-1,5,2,1,7,7,-15,-0.6,-14,0.0
O=C(CCCN1C(=O)CCC1=O)Nc1ccccc1F,13,-1,7,4,-9,4,6,-8,0.0,6,0.0
O=[N+]([O-])c1ccc(/C([O-])=C(/C(=S)Nc2ccccc2F)[n+]2ccccc2)cc1,-45,-14,3,1,-9,1,-5,-1,0.5,-34,-0.1
COc1ccc(/C=C(/NC(=O)c2ccccc2)C(=O)NCC2CCCO2)cc1 (stereo not drawn),16,-12,5,3,4,0,5,1,-0.5,-11,0.0
